# Bioassay records (PubChem BioAssay)
# MPTP inh: mitochondrial permeability transition pore inhibitors, primary screen, biochemical, isolated mouse mitochondria, absorbance. Ca2+ swelling absorbance, 30 min. inhibition, % at 10 µM. 1.4% of 360,000 active;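 active means inhibition of 50% or more, scaled per plate between neutral and stimulator controls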;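 further: 0% = DMSO wells given calcium and 100% = 1 mM EGTA wells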
# hIAP inh: human IAP inhibitors, primary screen, biochemical, luminescence, uHTS; 0.12% of 330,000 active; AID 2544, 2010; Intestinal-type alkaline phosphatase (Homo sapiens), P09923; purified IAP, CDP-Star luminescence, 30 min; inhibition, % at 10 µM;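 active means inhibition reaching a set limit with compound at 10 µM in the primary screen, cut at about 35% in these data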;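 further: plate controls were DMSO wells with enzyme for no effect and no-enzyme buffer wells for full effect; values of inactives mirror those of a sister screen read the other way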
# Target sequence (P09923 whole entry, looked up): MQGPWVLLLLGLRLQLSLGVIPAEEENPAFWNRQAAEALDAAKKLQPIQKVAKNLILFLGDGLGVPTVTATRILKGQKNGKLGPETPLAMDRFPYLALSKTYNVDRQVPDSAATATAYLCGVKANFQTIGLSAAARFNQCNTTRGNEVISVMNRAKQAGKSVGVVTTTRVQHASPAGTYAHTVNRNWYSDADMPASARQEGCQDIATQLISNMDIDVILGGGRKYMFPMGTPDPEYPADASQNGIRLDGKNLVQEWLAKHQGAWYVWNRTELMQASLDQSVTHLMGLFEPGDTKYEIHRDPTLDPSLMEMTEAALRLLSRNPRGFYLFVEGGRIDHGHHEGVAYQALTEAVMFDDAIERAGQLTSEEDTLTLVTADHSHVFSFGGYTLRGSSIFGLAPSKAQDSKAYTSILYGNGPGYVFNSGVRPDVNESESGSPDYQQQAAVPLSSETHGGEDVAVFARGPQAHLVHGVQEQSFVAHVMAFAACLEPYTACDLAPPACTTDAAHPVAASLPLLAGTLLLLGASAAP
# hIAP activ: human IAP activators, primary screen, biochemical, luminescence, uHTS. Intestinal-type alkaline phosphatase (Homo sapiens), P09923. purified human IAP, CDP-Star luminescence, 30 min; stronger effect = higher value; 1 = vehicle-only enzyme, 0 = enzyme-free background. activation factor at 10 µM. 0.16% of 330,000 active. AID 2524, 2010;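 active means activation factor of the enzyme at least 2-fold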; further: the source names both 10 and 20 µM as test concentration; values of inactives mirror those of a sister screen read the other way
# MIN6 prolif: inducers of MIN6 beta-cell proliferation, primary screen, ATP luminescence, uHTS. MIN6 cells proliferation, ATPlite luminescence, 48 h; cells starved in 0.2% serum; 100% = growth in 10% serum. proliferation, % at 10 µM. 0.29% of 330,000 active;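 active means compounds whose signal lies at least 3.5 SD above the mean of all wells on their plate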;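 further: 0% = DMSO-treated cells in low-serum medium and 100% = 10% serum control; some compounds called inactive have numbers as strong as hits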
# mIAP act: activators of mouse IAP, primary screen, biochemical, luminescence, uHTS; muIAP, CDP-Star luminescence, 30 min; stronger effect = higher value; 1 = vehicle-only enzyme signal, 0 = enzyme-free wells; activation factor at 10 µM; 0.24% of 330,000 active;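 active means activation factor of at least 2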; further: the source names both 10 and 20 µM as test concentration; values of inactives mirror those of a sister screen read the other way
#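 also added = chemiluminescent substrate CDP-Star | test system = mouse IAP enzyme | signal = chemiluminescence readout | compound = DMSO-dissolved test compounds | incubation = 30 min at room temperature | benchmarks = DMSO wells, no-enzyme wells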
# APOBEC3A inh: APOBEC3A ssDNA deaminase inhibitors, primary screen, selectivity assay for APOBEC3G inhibitor project, biochemical, FAM/TAMRA oligo cleavage fluorescence | recombinant A3A, FAM/TAMRA ssDNA deamination fluorescence | inhibition, % at 20 µM | 0.41% of 330,000 active;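 active means at least 40% inhibition at 20 µM here, with at most 30% in a related deaminase screen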;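 further: plate controls were A3A with DMSO for no effect and wells lacking A3A enzyme for full effect; some results filed as inactive read as strong as hits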
# Target sequence (P31941 whole entry, looked up): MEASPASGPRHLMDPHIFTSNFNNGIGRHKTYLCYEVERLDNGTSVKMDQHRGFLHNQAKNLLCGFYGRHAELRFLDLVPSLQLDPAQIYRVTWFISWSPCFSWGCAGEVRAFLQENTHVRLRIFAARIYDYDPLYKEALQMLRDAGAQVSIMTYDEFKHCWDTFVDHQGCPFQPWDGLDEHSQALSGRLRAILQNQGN
# APOBEC3G inh: APOBEC3G DNA deaminase inhibitors, primary screen, biochemical, fluorescence, single-stranded DNA substrate, uHTS | DNA dC->dU-editing enzyme APOBEC-3G (Homo sapiens), Q9HC16 | recombinant A3G, ssDNA deamination FAM/TAMRA fluorescence | inhibition, % at 20 µM | 0.28% of 330,000 active | AID 493012, 2011;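 active means inhibition of at least 40% at 20 µM, with no more than 30% in the related APOBEC3A deaminase screen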;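 further: plate controls were DMSO wells with A3G for no effect and wells lacking A3G enzyme for full effect; some compounds called inactive have numbers as strong as hits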
# Target sequence (Q9HC16 whole entry, looked up): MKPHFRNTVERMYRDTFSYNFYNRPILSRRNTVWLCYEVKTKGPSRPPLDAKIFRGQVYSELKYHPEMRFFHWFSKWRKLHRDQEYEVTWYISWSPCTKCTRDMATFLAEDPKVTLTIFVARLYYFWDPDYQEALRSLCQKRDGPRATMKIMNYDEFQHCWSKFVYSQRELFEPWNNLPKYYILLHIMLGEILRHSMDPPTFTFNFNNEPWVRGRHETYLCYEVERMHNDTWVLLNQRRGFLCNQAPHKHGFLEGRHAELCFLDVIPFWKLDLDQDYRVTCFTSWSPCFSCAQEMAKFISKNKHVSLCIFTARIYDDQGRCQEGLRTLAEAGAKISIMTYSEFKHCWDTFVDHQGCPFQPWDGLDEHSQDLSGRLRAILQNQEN
# NR3A LBD binder: binders of NR3A ligand-binding domain, primary screen, biophysical, differential scanning fluorimetry, uHTS; AID 1259313, 2017; NR3A LBD differential scanning fluorimetry, Tm shift; 0% = protein alone, 100% = glycine-bound protein; 2.5% of 340,000 active; Tm shift relative to glycine control, % at 25 µM; Glutamate receptor ionotropic, NMDA 3A (GRIN3A) ligand-binding domain;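 active means melting temperature shift of at least 10% of the positive control shift, at one fixed dose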
# mIAP block: inhibitors of mouse IAP, primary screen, biochemical, luminescence, uHTS | intestinal alkaline phosphatase [Mus musculus] | purified mouse IAP, CDP-Star luminescence, 30 min | inhibition, % at 10 µM | 0.2% of 330,000 active;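 active means inhibition of at least 40% at 10 µM in the primary screen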;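 further: plate controls were DMSO with enzyme for no effect and no enzyme wells for full effect; values of inactives mirror those of a sister screen read the other way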
# Starred values were filed as active, the others as inactive; / = not tested or not shown.
SMILES,MPTP inh,hIAP inh,hIAP activ,MIN6 prolif,mIAP act,APOBEC3A inh,APOBEC3G inh,NR3A LBD binder,mIAP block
C#CCOCCOCCOCCNc1nc(N2CCN(C(=O)C([C@@H](C)CC)n3cc(C(N)CC(C)C)nn3)CC2)nc(N2CCN(C(=O)[C@H](CCCCN)n3cc(C(N)COC(=O)C(F)(F)F)nn3)CC2)n1 (stereo partly specified),/,2,0.97,5,1.1,7,4,/,-5
CC1CN(C2CCN(C(=O)c3cccc(Cl)c3)CC2)CC(C)O1 (stereo unspecified),-0.3,-17,1.2,-2,1.1,-2,-2,0,-6
CC(=O)Nc1ccc(NC(=O)C(C)OC(=O)c2c(C)nn(-c3ccccc3)c2Cl)cc1 (stereo unspecified),-0.3,7,0.93,0,1.1,-4,-7,0,-10
Cc1ccccc1S(=O)(=O)NC(=NCc1ccc(F)cc1)c1ccccc1,-0.9,-4,1,5,0.98,-1,-4,1,2
COc1ccc(C(=O)NNC(=O)C(=O)N2CCCCC2)cc1OC,-0.6,18,0.82,0,1,1,6,-1,-4
CCOC(=O)c1c(NC(=O)c2ccc(N3C(=O)C4C5C=CC(C5)C4C3=O)cc2)sc2c1CCCC2 (stereo unspecified),5.3,28,0.72,0,0.89,-4,-6,0,11
COc1ccc2nc(N3CCOCC3)cc(C)c2c1,0.6,0,1,-2,0.98,-3,-8,0,2
CCC(=O)c1c(NCCc2ccccc2)cc(C)oc1=O,-0.1,13,0.87,1,1,0,7,4,-1
COc1ccc(NS(=O)(=O)c2ccc3[nH]c(=O)[nH]c3c2)cc1OC,-0.2,-2,1,0,0.97,-2,-8,-2,3
CC(=O)Nc1ccc(C(=S)NCc2ccco2)cc1,-1.3,8,0.92,-1,0.85,-1,-2,0,15
O=C(Nc1ncccc1Cl)c1cc2ccccc2o1,-1.6,-2,1,-1,1.1,2,1,-2,-8
COc1ccc2oc(=O)c(C(=O)Nc3ccccc3O)cc2c1,2.2,-2,1,-4,0.94,-1,-5,3,6
COc1cc(N=c2c([N+](=O)[O-])nn(-c3ccc4c(c3)OCCO4)n2O)cc(OC)c1,0.2,15,0.85,0,0.84,-2,2,6,16
COC(=O)[C@H](C)N(Cc1ccc(Cl)c(Cl)c1)S(=O)(=O)CCNC1CCCC1,0.8,/,/,/,1,-1,0,0,-2
Cc1noc(C)c1CCC(=O)N1CCCC(N2CCN(c3ccc(F)cc3)CC2)C1 (stereo unspecified),-0.5,-24,1.2,0,0.95,-2,-6,-1,5
COc1cccc(OCC(O)CNC(C)c2ccccc2)c1 (stereo unspecified),1.6,-5,1.1,-2,0.95,0,-3,-1,4
O=C(NCc1ccco1)C1CC(c2ccccc2C(F)(F)F)=NO1 (stereo unspecified),-0.3,-9,1.1,2,0.93,-2,-7,-1,7
O=C(c1ccc2c(=O)n(-c3ccccc3)c(=S)[nH]c2c1)N1CCCCC1,22,-2,1,-6,1,0,-1,2,-1
Cc1nn2c(NCCOCCO)c3c(nc2c1-c1ccccc1)CCC3,3.7,-6,1.1,0,1.1,-4,-9,0,-8
COc1ccc(CNC(=O)C(CCSC)NC(=O)c2ccco2)cc1 (stereo unspecified),-0.6,-1,1,-2,1.1,9,0,0,-9
CC1CCN(c2nc(-c3cccnc3)nc3scc(-c4ccccc4)c23)CC1,5.7,0,1,-6,0.89,-1,-5,1,11
COc1ccc(/C(C)=N/NC(=O)CNC(=O)c2ccncc2)cc1,-1.7,8,0.92,0,0.94,0,-6,-2,6
O=C(NCc1ccc2c(c1)OCO2)C(=O)NC1CCCCC1,3.9,-16,1.2,1,1.1,-4,-2,-4,-11
Cc1ccc(S(=O)(=O)Nn2cnnc2)cc1,1.0,20,0.8,-2,0.96,8,-4,-1,4
CNS(=O)(=O)c1ccc(NC(=O)c2cc(-c3ccncc3)nc3ccc(Cl)cc23)cc1,1.6,5,0.95,-5,0.96,0,-3,2,4

# Reprinted at random: 3 entries already listed
SMILES,MPTP inh,hIAP inh,hIAP activ,MIN6 prolif,mIAP act,APOBEC3A inh,APOBEC3G inh,NR3A LBD binder,mIAP block
O=C(NCc1ccco1)C1CC(c2ccccc2C(F)(F)F)=NO1 (stereo unspecified),-0.3,-9,1.1,2,0.93,-2,-7,-1,7
O=C(c1ccc2c(=O)n(-c3ccccc3)c(=S)[nH]c2c1)N1CCCCC1,22,-2,1,-6,1,0,-1,2,-1
CC1CN(C2CCN(C(=O)c3cccc(Cl)c3)CC2)CC(C)O1 (stereo unspecified),-0.3,-17,1.2,-2,1.1,-2,-2,0,-6

# Next structures follow:
SMILES,MPTP inh,hIAP inh,hIAP activ,MIN6 prolif,mIAP act,APOBEC3A inh,APOBEC3G inh,NR3A LBD binder,mIAP block
COc1cc(NC(=O)c2ccc(Cl)cc2Cl)ccc1-c1cc2ccccc2oc1=O,1.4,8,0.93,-6,1,1,-6,0,-1
N#C/C(=C\c1ccc(-c2ccccc2Cl)o1)C(=O)Nc1nc2ccccc2s1,74*,10,0.9,0,0.82,-4,-7,18*,18
CCN(CC)S(=O)(=O)c1cccc(C(=O)N[C@H](C(=O)NC2=NCCS2)C(C)C)c1,-0.5,-2,1,2,0.88,-2,-7,0,12
O=C(CCCCC(=O)NCc1cccs1)NCc1cccs1,0.5,-2,1,0,0.89,1,2,2,11
Cc1ccc(S(=O)(=O)Nc2nc3ccccc3nc2NCC2CCCO2)cc1 (stereo unspecified),3.7,-22,1.2,-4,1.1,-3,-4,2,-6
COc1ccccc1Nc1ncc(C(=O)N2CCC(C(N)=O)CC2)c2ccccc12,-0.7,-2,1,0,0.98,-4,-4,-1,2
Cc1ccc(NC(=O)CN(C)C2CCCCC2)cc1Cl,0.8,-10,1.1,-3,1.1,-10,-8,2,-8
COCC(N)(c1ccccc1)c1nc2ccccc2n1C (stereo unspecified),-2.0,-9,1.1,-1,0.97,-1,-10,1,3
Cc1ccc(NC(=O)c2ccc(NS(=O)(=O)c3c(C)noc3C)cc2)cc1C,-3.1,-4,1,5,1,0,-2,30*,-2
C=CCn1cnc2c(nnn2Cc2ccc(F)cc2)c1=O,-0.1,4,0.96,-1,1,-2,-6,2,0
CCOc1cc(N2CCOCC2)c(OCC)cc1NC(=O)CN1CCSC1=O,-0.6,0,1,-4,0.93,5,3,0,7
Cc1ccc(N/C=C/C(=O)c2cccs2)cc1,0.9,5,0.95,-5,0.96,-4,-14,-22,4
CN(CC(=O)Nc1nc2ccc(F)cc2s1)S(=O)(=O)c1ccc(Cl)cc1,8.7,-1,1,-1,0.94,0,-4,6,6
Cc1ccc(C)c(SCC(=O)NC(=O)Nc2ccc3c(c2)OCCO3)c1,0.2,-8,1.1,-3,1.1,-1,-1,-9,-9
CN(C)S(=O)(=O)c1cccc(COC(=O)c2ccc3c(c2)OCO3)c1,2.5,-8,1.1,-3,0.96,8,3,-4,4
COc1cc(-c2ccc3c(=O)c4ccccc4n(C)c3c2)cc(OC)c1OC,0.4,2,0.98,-1,0.96,-3,-5,-28,4
COc1cccc(-n2cnc3sc4c(c3c2=O)CCC4)c1,-3.0,-3,1,-3,1,1,-3,0,-3
O=C(O)[C@H](CO)Nc1ncnc2sc3c(c12)CCC3,2.8,10,0.9,-2,1,-3,-6,0,-2
CCCC(=O)NNc1c2ccccc2nc2ccccc12,0.7,1,0.99,0,0.96,0,-2,0,4
Cc1cc(C)n(CCNC(=O)c2cc(COc3c(F)cccc3F)on2)n1,-2.2,-3,1,-3,1.1,-4,-7,0,-7
O=C(c1cccs1)N1CCC(Cc2ccccc2)CC1,-3.9,-4,1,-6,1.1,-2,-6,0,-7
CN(C)C(=O)COC(=O)c1ccccc1Sc1ccccc1C#N,0.8,-4,1,2,1.1,-5,-5,-2,-10
O=C(/C=C/Nc1cccc(O)c1)c1ccccc1,0.9,16,0.84,-3,1.1,-4,2,4,-6
O=C(NC(=S)N1CCCC(O)C1)c1ccco1 (stereo unspecified),-0.2,-4,1,1,1.1,-4,-6,2,-6
COc1ccc(NS(=O)(=O)c2ccc(O)c(NC(=O)c3cc4c(C)nn(-c5ccc(F)cc5)c4s3)c2)cc1,29,-2,1,0,0.93,2,9,31*,7

# More compounds follow.
SMILES,MPTP inh,hIAP inh,hIAP activ,MIN6 prolif,mIAP act,APOBEC3A inh,APOBEC3G inh,NR3A LBD binder,mIAP block
COc1ccc(-c2nn(Cc3ccccc3)cc2C(=O)N2CCN(c3ncccn3)CC2)cc1,-3.3,-2,1,-2,1.1,-1,-4,0,-7
CCCOc1cccc(C(=O)N2CCN(C(=O)C3CCCO3)CC2)c1 (stereo unspecified),0.1,8,0.92,2,1,-1,5,1,-2
CCC(C)NC(=O)c1ccccc1NC(=O)CN(c1ccc(OC)cc1)S(C)(=O)=O (stereo unspecified),-0.8,11,0.89,-2,0.92,3,-7,-1,8
CCC1(C)NC(=O)N(CC(=O)Nc2sc3c(c2C(N)=O)CCC3)C1=O (stereo unspecified),-0.6,11,0.89,-2,0.72,13,12,-1,28
Cc1cc(NC(=O)CSc2ccnc(=O)[nH]2)no1,0.4,-1,1,-2,1.1,0,-4,0,-14
Cc1occc1C(=O)NNC(=O)Nc1ccc([N+](=O)[O-])cc1,-0.4,16,0.84,1,0.84,9,-12,-2,16
O=C(O)c1cc2nc3c(c(C(F)(F)F)n2n1)CCCC3,-0.5,4,0.96,-2,0.98,2,-5,0,2
Cc1nc2cccnc2nc1C,-0.6,4,0.96,-6,1.1,2,-1,2,-5
COc1cc(OC)c(NC(=O)C2CC(=O)N(c3ccc4c(c3)OCCO4)C2)cc1Cl (stereo unspecified),-3.1,3,0.97,-3,0.98,10,2,0,2
COc1cccc(C2Nc3ccccc3NC3=C2C(=O)CC(C)(C)C3)c1 (stereo unspecified),1.7,10,0.9,2,1,-7,-9,-1,-3
COc1cc(C2NCC(c3ccc(Cl)cc3Cl)c3c2[nH]c2ccccc32)cc(OC)c1OC (stereo unspecified),88*,-1,1,-5,1.1,-3,-6,-1,-6
COc1cccc(-c2nc(SCC(=O)Nc3nc(-c4ccccc4)c(C)s3)[nH]c(=O)c2C#N)c1,13,19,0.81,-1,0.92,-2,-2,-2,8
S=C(Nc1ccccc1)N1N=CCC1c1ccccc1 (stereo unspecified),0.8,9,0.91,-2,1.1,-3,-3,0,-8
COc1cc(C(=O)NC(=S)NNC(=O)c2cnccn2)cc(OC)c1OC,1.6,-116,2.2*,-3,0.76,-1,-5,5,24
C=CCNc1nc(C(=O)OCC)nc2ccccc12,-0.6,-1,1,-5,0.97,-3,-5,-4,3
O=C(CCCCn1c(=S)[nH]c2ccsc2c1=O)NCc1ccco1,-1.3,0,0.99,1,0.96,4,9,-1,4
Cc1cc(C(=O)Nc2ccccc2)c2ccccc2n1,-0.9,7,0.93,1,0.99,-6,-4,1,1
COCCn1c(SCC(=O)Nc2ccc3c(c2)OCCO3)nnc1-c1c[nH]c2ccccc12,-2.5,-10,1.1,-3,1,-5,-8,-2,-1

# An unsorted share of the library (roughly 5% active in at least one column).
